High-throughput results as filed in PubChem.
NOD2 inhibition = NOD2 signaling inhibitors, cell-based, luminescence, uHTS, HEK293 (AID 1566). HEK293 NOD2/NF-kB luciferase reporter, luminescence; higher % means a stronger effect. inhibition, % at 4 µM, or EC50 in µM where a hit was titrated. 0.63% of 290,000 active; in the data active = inhibition above about 50%; also: many of its hits are not listed in these tables
MT stabilize HCS = microtubule stabilization, imaging screen | HeLa tubulin immunostaining HCS, 24 h; share of cells brighter than vehicle mean+2SD | % tubulin-high responders, % at 10 µM | 0.83% of 200,000 active;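 active = plate Z-score above 3 for both tubulin-high and condensed-nucleus cell shares, with cell loss under 80%, at 10 µM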;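 also: anti alpha tubulin signal scored within the nucleus-defined area of each cell; some results filed as inactive read as strong as hits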
P. falciparum M17LAP = P. falciparum M17LAP inhibitors, primary screen, biochemical, fluorogenic H-Leu-NHMec substrate, 1536-well (AID 1619); recombinant M17LAP, H-Leu-NHMec fluorogenic kinetic assay; higher % means a stronger effect; inhibition, % at 30 µM, or IC50 in µM where a hit was titrated; 0.38% of 220,000 active;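 active = compound inhibiting the enzyme by more than half at any dose during confirmatory dose-response retesting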;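 also: plate controls were full reaction with DMSO carrier for no effect and no enzyme background for full effect; strong numbers were not always called active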
NOD1 NF-kB reporter = NOD1 signaling inhibitors, primary screen, cell-based, luminescence, uHTS (AID 1578); NOD1-driven NF-kB luciferase reporter cells, luminescence; higher % means a stronger effect; inhibition, % at 4 µM; hits with a dose series show EC50 in µM; 1% of 290,000 active; in the data active = inhibition mostly above about 36%, no sharp cut-off; inactive = mostly below about 34%;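 also: HEK-293T reporter cells stimulated with the NOD1 agonist gamma-tri-DAP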
Dynein cargo inh = blocks dynein driven cargo transport along microtubules; z-score, hits read low; 0.47% of 220,000 active; 3617.4 mouse cells, GR-EGFP nuclear translocation imaging; test concentration mostly 20 µM; stimulated with dexamethasone, 1 µM; stronger effect = lower value; AID 1381;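 active = plate z-score of nuclear minus cytoplasmic receptor signal below a set negative limit, without overly bright fluorescence or cell loss, cut at about -3.5 in these data, passing the limit was not always enough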;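 also: z-score of nuclear minus cytoplasmic ring GR-EGFP intensity difference per well; some compounds called inactive have numbers as strong as hits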
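medium = tetracycline-free induction medium containing charcoal-stripped FBS | probe or stimulus = dexamethasone, 1.0 µM final | timing = 48 h induction, then 1 h compound, then 30 min agonist, 37 °C | detection = automated 10x imaging of fixed Hoechst-stained cells | read-out basis = nuclear versus cytoplasmic GR-EGFP signal, averaged per well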
Autophagy HCS = alters autophagy in cells; MEF GFP-LC3 puncta imaging; test concentration mostly 10 µM; 0.98% of 190,000 active; calls only at 10 µM (by protocol);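 active = percentage of spot-positive cells more than 3 SD above its plate mean, without a fluorescence outlier flag or 80% toxicity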;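 also: spot-positive cell cutoff set from DMSO-treated cells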
Yfh1-off respiration = mitochondrial function rescue without frataxin homolog – Friedreich's ataxia, plus single-dose screen, dose response (AID 1465). 0.074% of 220,000 active. fold induction at 50 µM, or EC50 in µM where a hit was titrated. S. cerevisiae Yfh1-off respiration, WST-1 reduction, 72 h; higher fold induction means a stronger effect;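 active = fold induction of absorbance versus untreated yeast above a set limit, then at least 30% activation at any dose in follow-up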;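 also: activators that raise dye reduction in frataxin-depleted yeast; strong numbers were not always called active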
bCat nuc transl = beta-catenin nuclear translocation modulation; HeLa beta-catenin nuclear translocation, immunofluorescence imaging; nuclear translocation activity, % at 5 µM; 0.3% of 190,000 active;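 active = nuclear translocation activity above 50% at 5 µM, with a well cell count of 50 or more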;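 also: per-cell ratio of nuclear to cytoplasmic median beta-catenin stain intensity; plate controls were DMSO negative control for no effect and GSK-3 inhibitor IX positive control for full effect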
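System: HeLa cells, endogenous beta-catenin; compound dosing: 5 µM primary single dose, 0.1% DMSO, 0.02–20 µM confirmation series; incubation: 24 h compound exposure at 37°C, 5% CO2; signal: beta-catenin immunofluorescence imaging with DAPI; evaluation: % activation, nuclear-to-cytoplasmic median beta-catenin signal ratio per cell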
Insulin prom up = MIN6 insulin promoter up-regulation. 0.3% of 190,000 active. z-score at 5 µM. MIN6 insulin promoter-GFP reporter, high-content imaging; stronger effect = higher value. AID 1625;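 active = z-score above 3 at 5 µM with at least 500 cells counted in the well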
Dynein cargo inh cytoplasmic EGFP = further read-out of Dynein cargo inh, marked with its call; z-score; measured here: cytoplasmic GR-EGFP intensity; stronger effect = higher value
Dynein cargo inh nuclear GR-EGFP = second read-out of Dynein cargo inh, no call of its own (marks repeat the call); z-score; measured here: nuclear GR-EGFP intensity;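 lower value marks the stronger effect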
Dynein cargo inh cell count = recorded beside Dynein cargo inh, whose call it bears; z-score; measured here: cell count per field
Insulin prom up cell count = also measured in Insulin prom up; calls as there; cell count; measured here: cytotoxicity, nuclei count;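 total cells summed across four imaged fields per well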
bCat nuc transl cell count 5 µM = further read-out of bCat nuc transl, marked with its call; cell count; measured here: cell count, cytotoxicity flag
MT stabilize HCS Hoechst-high % = second read-out of MT stabilize HCS, no call of its own (marks repeat the call); % Hoechst-high responders; measured here: nuclear condensation Hoechst responders;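 share of cells brighter than vehicle mean plus two SD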
MT stabilize HCS cytotoxicity % = second read-out of MT stabilize HCS, no call of its own (marks repeat the call); toxicity, %; measured here: cytotoxicity by cell density;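 0% = mean cell density of plate MIN control wells and 100% = no cells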
Autophagy HCS cell loss 18 h = also measured in Autophagy HCS; calls as there; toxicity, %; measured here: cell loss, nuclei count;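 cell loss after 18 h compound exposure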
An asterisk follows results filed as active; i = inactive; · = no result given; + = active, no number. Only part of the results is shown; rates above refer to the full screens.

SMILES	NOD2 inhibition	MT stabilize HCS	MT stabilize HCS Hoechst-high %	MT stabilize HCS cytotoxicity %	P. falciparum M17LAP	NOD1 NF-kB reporter	Dynein cargo inh	Dynein cargo inh cytoplasmic EGFP	Dynein cargo inh nuclear GR-EGFP	Dynein cargo inh cell count	Autophagy HCS	Autophagy HCS cell loss 18 h	Yfh1-off respiration	bCat nuc transl	bCat nuc transl cell count 5 µM	Insulin prom up	Insulin prom up cell count
Nc1ccc(C23CC4CC(CC(CO)(C4)C2)C3)cc1	14%	3.6	1.3	3.0	-7%	-22%	-0.63	-0.15	-0.47	0.47	i	0	i	-2.4	906	0.72	1234
O=C(C1CCCN(S(=O)(=O)c2cccnc2)C1)N1CCn2c1nc1ccccc12 (stereo not given)	18%	4.1	1.5	8.0	6%	29%	-0.25	-0.2	0.13	-0.15	·	·	i	-2.4	1179	·	·
O=S(=O)(c1cccc2cccc(Cl)c12)N1CCCC1	25%	2.6	3.3	6.0	-3%	-8%	-0.32	-0.31	0.34	-0.27	i	4	i	-0.1	1472	-0.23	1474
Cc1ccc(C)c(C(C)NC(=O)c2ccc(Br)o2)c1 (stereo not given)	4%	2.9	2.1	4.9	-1%	-7%	0.26	1.5	0.87	-0.088	i	-5	i	1.1	964	-0.4	1736
Cc1ccccc1OCC(=O)NC(=S)Nc1ccc(N2CCCC2)cc1	13%	2.5	3.1	4.5	-19%	-11%	0.32	-0.36	0.19	0.66	i	3	i	0.7	1087	0.2	1207
Cc1cc(-c2ccccc2)[nH]c(=O)c1S(=O)(=O)c1ccc(Cl)cc1	-5%	0.9	1.8	4.3	8%	-2%	0.15	-0.033	-0.42	0.12	i	6	i	·	·	·	·
Cc1ccc(-c2nn(-c3ccccc3)cc2/C=C(\C#N)c2cccc(C#N)c2)o1	1%	2.5	1.9	8.5	2%	-15%	-0.54	-0.23	-0.23	-0.059	i	-6	i	-0.7	1040	-0.67	1284
Cc1ccc(-c2nnn(CC(=O)N(Cc3cccs3)C(C(=O)NC3CCCC3)c3ccco3)n2)o1 (stereo not given)	11%	7.9	5.5	0.6	-7%	-45%	2.7	-0.13	1.5	-1.8	i	6	i	-5.1	788	0.96	1255
NS(=O)(=O)c1ccc(CNC(=O)c2ccc(Cl)c([N+](=O)[O-])c2)cc1	3%	·	·	·	4%	-8%	-0.37	-0.21	0.17	1	·	·	i	1.7	1279	-0.09	988
Cc1onc(-c2ccccc2Cl)c1C(=O)NCc1cccnc1	24%	4.0	2.3	6.7	4%	-24%	-0.21	-0.17	0.12	0.76	i	-13	i	-0.1	1019	0.67	1859
CCCOc1ccc(/C(O)=C2/C(=O)C(=O)N(CCN(CC)CC)C2c2ccncc2)cc1 (stereo not given)	14%	·	·	·	·	11%	·	·	·	·	·	·	·	1.0	1050	-0.18	965
COc1ccc(/C=C2\SC(=N)N(c3ccc(F)cc3)C2=O)cc1	4%	8.5	5.9	23	-21%	6%	0.31	-0.41	-0.49	1.2	i	-5	i	3.2	1473	0.09	1414
CN(C)C(=O)CNC(=O)C1CCCCC1	17%	5.7	1.8	7.4	-8%	4%	0.31	-0.28	0.041	0.57	i	1	i	-2.1	931	0.21	1345
COc1ccccc1C(=O)CSc1cccc[n+]1[O-]	1%	3.9	1.9	6.6	-1%	-31%	0.00067	-0.23	0.51	0.12	i	-1	i	0.7	970	-0.3	1066
NC(=O)COc1ccccc1/C=C1/SC(=O)N(CC(=O)N2CCc3ccccc3C2)C1=O	16%	3.4	2.6	3.6	-2%	7%	-0.55	-0.17	-0.018	1.6	i	22	·	1.4	1264	-0.33	1513
Cc1nc2ccccc2n1CC(=O)OCC(=O)NC1CC1	14%	2.9	2.1	3.4	-10%	-9%	0.094	-0.22	0.28	0.09	+	-0.3*	i	-1.4	1148	-0.55	1231
CCOC(=O)C(Cc1ccccc1)NC(C)=O (stereo not given)	6%	3.7	1.8	6.7	-1%	5%	-0.45	-0.17	-0.4	0.21	i	2	i	-0.2	1191	0.52	958
CCCCCCC(=O)Nc1nc(C)c(-c2csc(Nc3cc(OC)ccc3OC)n2)s1	-9%	2.9	1.6	12	-12%	-55%	0.2	-0.21	0.39	-0.2	i	-34	i	1.4	958	-1.4	1148
Cc1c(Cl)cccc1NC(=O)C1Cc2ccccc2CN1C(=O)c1ccccc1 (stereo not given)	-7%	2.8	2.2	14	12%	-35%	-0.32	-0.23	-0.29	0.55	i	7	i	-2.4	1114	0.87	1537
CCOc1ccc(C2C(C#N)=C(N)Oc3cc(C)oc(=O)c32)cc1 (stereo not given)	23%	1.5	2.0	0.6	8%	-22%	-0.37	-0.21	-0.79	0.37	i	-10	i	0.6	1564	-0.17	1374
Cn1c(=O)c2c(nc(NCc3ccccc3)n2Cc2ccc(F)cc2)n(C)c1=O	6%	2.1	3.4	3.5	1%	-19%	-0.55	-0.16	-0.19	0.32	i	18	i	-1.0	962	-1.3	889
Cc1c(C(=O)NCc2ccccn2)sc2nc(-c3ccc(F)cc3)cn12	-40%	3.3	2.4	3.9	17%	-29%	0.13	-0.18	0.051	0.63	i	-8	i	·	·	-0.64	1254
Cc1nn(C(C)(C)C)c(OC(=O)c2ccc(Br)o2)c1Sc1ccccc1	-8%	2.0	2.0	2.9	-1%	19%	0.094	-0.44	-0.089	0.61	i	-8	i	-3.9	1109	·	·
C/C(=N\NC(=O)Cn1nc(C)c([N+](=O)[O-])c1C)c1ccc(Cl)s1	-16%	·	·	·	-6%	1%	-0.35	0.44	0.35	1.2	·	·	i	-0.8	1325	0.53	1075
N#Cc1ccc(/C=N/N=C(N)N)cc1	-3%	2.3	1.3	7.2	11%	-6%	2.4	0.56	2.7	-2.1	i	-2	i	-3.4	1137	0.01	909
CCN(CC)c1nc(-c2ccccc2)cc(C(F)(F)F)c1C#N	-9%	1.7	0.9	9.3	-4%	9%	0.29	-0.25	-0.41	0.44	i	-7	i	-1.9	1099	-0.01	1626
CCCc1nc2sc3c(c2c(=O)n1NC(=O)CCC(=O)OC)CCCC3	-12%	·	·	·	7%	-12%	0.31	-0.26	1.2	-0.5	·	·	i	-0.1	1293	0.21	1104
CC1CCCCN1C(=O)c1ccc(C(=O)N2CCCCC2C)cc1 (stereo not given)	5%	3.6	2.1	6.5	-2%	1%	-0.26	-0.09	-0.37	0.32	i	14	i	-3.1	1020	0.06	1385
Cc1cc(C)c(O)c(-c2cc(C(=O)NCc3ccccc3)[nH]n2)c1	0%	1.7	1.2	8.6	6%	-16%	0.75	-0.31	0.34	0.11	i	-12	i	·	·	-1.1	846
Cc1ccc(CN2CCN(/N=C/c3ccc(C)s3)CC2)cc1	-16%	1.8	1.6	7.6	-2%	2%	-0.68	-0.21	-0.073	1	i	11	i	2.4	1079	0.19	1297
COC(=O)c1ccc(C(NC(=O)OCc2ccccc2)/C(C)=C/[C@@H](C)C(=O)NCc2ccc(-c3ccccc3)cc2)cc1 (stereo not given in full)	12%	3.4	2.0	4.3	6%	-13%	-0.23	-0.15	0.26	0.33	i	11	i	·	·	-1.2	1129
COc1ccccc1NC(=S)NC(NC(C)=O)C(Cl)(Cl)Cl (stereo not given)	5%	·	·	·	12%	-1%	0.65	-0.25	0.32	-0.6	·	·	i	-0.5	1328	0.84	1078
C=CCn1c(SCC(=O)Nc2c(C)nn(Cc3ccccc3)c2C)nnc1C(O)c1ccccc1 (stereo not given)	1%	3.0	1.8	20	-3%	-15%	0.00065	-0.23	0.45	-0.6	i	3	i	·	·	0.54	1314
COC(=O)c1c(NC(=O)CN2CCN(c3ccccc3Cl)CC2)sc(C)c1C	3%	3.8	2.3	9.0	4%	10%	-0.58	-0.23	-0.48	0.23	i	6	i	-0.6	1105	0.24	1525
Cc1cccc(OCCOC(=O)Nc2ccccc2)c1	-10%	2.8	2.6	7.6	-3%	-25%	-0.44	-0.26	-0.34	0.37	i	3	i	1.8	903	0.14	1365
Cc1cccc(Nc2nc3c(S(=O)(=O)c4ccccc4)nnn3c3ccccc23)c1C	-9%	4.7	3.2	6.3	-16%	-30%	0.36	-0.29	-0.24	-0.22	i	8	i	-5.1	526	0	1376
O=C(Nc1cccc(S(=O)(=O)Nc2ccc(Cl)cc2)c1)c1cc2c(s1)CCCC2	-100%	5.4	3.0	4.0	3%	25%	0.14	-0.27	-0.12	0.089	i	-16	i	-2.6	998	-0.57	1276
CCOC(=O)C1=C(O)/C(=C/c2cc(C)n(-c3ccccc3)c2C)N=C1C	4%	·	·	·	8%	-15%	-0.25	-0.24	-0.21	-0.042	·	·	i	-2.0	1208	-0.75	1327
COc1cccc(CC2(CO)CCCN(Cc3ccc(CO)o3)C2)c1 (stereo not given)	-13%	3.7	1.3	3.2	-2%	-25%	0.9	-0.2	0.74	-1	i	-24	i	-2.9	1046	0.93	1502

A second format for some results above:
smiles,NOD2 inhibition,MT stabilize HCS,MT stabilize HCS Hoechst-high %,MT stabilize HCS cytotoxicity %,P. falciparum M17LAP,NOD1 NF-kB reporter,Dynein cargo inh,Dynein cargo inh cytoplasmic EGFP,Dynein cargo inh nuclear GR-EGFP,Dynein cargo inh cell count,Autophagy HCS,Autophagy HCS cell loss 18 h,Yfh1-off respiration,bCat nuc transl,bCat nuc transl cell count 5 µM,Insulin prom up,Insulin prom up cell count
CC1CCCCN1C(=O)c1ccc(C(=O)N2CCCCC2C)cc1 (stereo not given),5%,3.6,2.1,6.5,-2%,1%,-0.26,-0.09,-0.37,0.32,i,14,i,-3.1,1020,0.06,1385
COc1cccc(CC2(CO)CCCN(Cc3ccc(CO)o3)C2)c1 (stereo not given),-13%,3.7,1.3,3.2,-2%,-25%,0.9,-0.2,0.74,-1,i,-24,i,-2.9,1046,0.93,1502
